# Screening results as filed in PubChem BioAssay.
# AI-2 QS modul = modulates the Vibrio harveyi AI-2 quorum sensing system; 0.4% of 300,000 active; activity change, % at 7.5 µM; AID 2094; Vibrio harveyi JMH597 AI-2 luminescence/OD600 ratio, 9 h; stronger effect = lower value; strain lacks LuxN and CqsS sensors; 0 = neutral-control median; in the data active = activity change below about -75%, passing the limit was not always enough;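 also: luminescence divided by OD600 gain over 9 h not by final OD600 alone; inactives centre near 13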
# GSK3B inh = blocks human GSK3beta kinase activity | GST-GSK3beta kinase, ADP-Glo luminescence, 60 min; stronger effect = lower value | 0.038% of 300,000 active | activity score (negative = inhibition), % at 10 µM;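 active = more than half of replicate wells score below -50%, meaning over 50% inhibition versus plate controls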;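 also: 0% = median DMSO wells and -100% = median GW8510 positive control wells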
# Target sequence (P49841 whole entry, looked up): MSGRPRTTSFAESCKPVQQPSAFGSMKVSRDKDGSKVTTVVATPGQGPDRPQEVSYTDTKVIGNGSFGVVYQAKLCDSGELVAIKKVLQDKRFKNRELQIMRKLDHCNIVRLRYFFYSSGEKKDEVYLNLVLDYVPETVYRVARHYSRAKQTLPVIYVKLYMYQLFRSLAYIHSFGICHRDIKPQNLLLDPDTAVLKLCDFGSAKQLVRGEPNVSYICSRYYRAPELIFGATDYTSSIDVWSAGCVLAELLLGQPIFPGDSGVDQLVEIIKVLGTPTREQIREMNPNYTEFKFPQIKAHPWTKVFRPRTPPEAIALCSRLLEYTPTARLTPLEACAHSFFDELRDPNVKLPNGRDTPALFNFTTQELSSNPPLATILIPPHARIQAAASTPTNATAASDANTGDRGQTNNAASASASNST
#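 Assay system: GST-tagged human GSK3beta kinase, cell-free; Input: 1.6 ng GSK3beta; Medium: Tris/MgCl2 kinase buffer; Timing: 60 min enzyme reaction, room temperature; Signal: ADP-Glo luminescence quantifying ADP generated by kinase; Evaluation: score relative to plate controls; Benchmarks: DMSO neutral wells and GW8510 at 20 µM as positive.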
# GSK3 alpha inh = inhibitors of human GSK-3 alpha kinase; P49840; ADP-Glo luminescence, 60 min; inhibition, % at 10 µM; 0.1% of 320,000 active; AID 2650;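 in the data active = inhibition above about 50%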;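 also: GST-tagged GSK-3 alpha with peptide substrate and 25 µM ATP; 0% = DMSO neutral wells and 100% = GW8510 positive control wells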
# Target sequence (P49840 whole entry, looked up): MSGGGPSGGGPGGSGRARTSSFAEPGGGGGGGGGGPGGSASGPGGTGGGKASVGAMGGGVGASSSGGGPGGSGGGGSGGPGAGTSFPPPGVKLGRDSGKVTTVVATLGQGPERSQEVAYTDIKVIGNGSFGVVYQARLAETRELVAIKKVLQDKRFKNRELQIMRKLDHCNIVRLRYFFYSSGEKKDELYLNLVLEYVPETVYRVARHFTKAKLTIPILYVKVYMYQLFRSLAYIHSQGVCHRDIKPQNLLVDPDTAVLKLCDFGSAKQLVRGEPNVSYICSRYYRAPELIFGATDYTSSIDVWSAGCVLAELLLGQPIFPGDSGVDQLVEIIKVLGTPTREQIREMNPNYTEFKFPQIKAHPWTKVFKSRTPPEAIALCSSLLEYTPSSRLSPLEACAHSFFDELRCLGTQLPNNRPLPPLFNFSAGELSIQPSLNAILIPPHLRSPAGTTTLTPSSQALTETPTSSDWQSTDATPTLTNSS
# KLF5 inhibitor = inhibitors of KLF5 expression. DLD-1 KLF5 promoter-luciferase reporter, luminescence. inhibition, % at 5 µM. 0.23% of 290,000 active. AID 1700;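 active = inhibition above a per-plate limit of that plate's mean compound inhibition plus 3 SD, cut at about 60% in these data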;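 also: 0% = DMSO wells and 100% = LY294002 at 200 µM; higher means less KLF5 promoter-driven luciferase light; inactives centre near -14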
# HSP90 inh = blocks HSP90-mediated luciferase refolding in reticulocyte lysate; Rabbit reticulocyte lysate, luciferase refolding luminescence, 3 h; inhibition, % at 5.6 µM; 0.91% of 290,000 active; AID 1789;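 active = inhibition above the screen-wide mean plus 3 SD, computed separately per campaign, cut at about 16% in these data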;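 also: 0% = DMSO wells and 100% = 60 µM geldanamycin wells; inhibitors lower the luminescence because luciferase stays unfolded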
# IEC-6 tox = counter-screen for KLF5 inhibitors: cytotoxicity in IEC-6 cells; IEC-6 cytotoxicity, luminescence viability; inhibition, % at 5 µM; 0.78% of 290,000 active; in the data active = inhibition above about 22%;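 also: 0% = plate median of test compound wells and 100% = cytotoxic reference compound wells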
# aSyn UTR inh = 5' untranslated region of α-synuclein, MLPCN primary screen; 0.82% of 300,000 active; inhibition, % (tested at 7.5 µM); alpha-synuclein 5'UTR reporter, inhibitor activity; in the data active = inhibition above about 60%;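 also: H4 neuroglioblastoma cells stably carrying SNCA 5'UTR luciferase fusion; 0% = DMSO wells and 100% = positive control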
# HSF1 inhib = HSF1 inhibition. NIH3T3-HGL HSE-luciferase, MG132-induced, luminescence 8 h; stronger effect = lower value. activity change, negative = inhibition, % at 7.5 µM (by protocol). 0.77% of 300,000 active;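 active = more than half of replicate wells show activity change below -50%, luminescence cut by over half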;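 also: luciferase reports HSF-1 transcriptional activity via heat shock element; 0% = median of DMSO wells and -100% = zero luminescence signal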
# HSF-1 act = increases HSF-1 driven luciferase reporter signal | NIH3T3-HGL HSF-1 luciferase reporter, MG132, 8 h; 100% = twice DMSO control signal | 1.7% of 300,000 active | AID 504408 | activation, % at 9 µM;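 active = mean replicate activation of at least 50% with a set share of replicates each reaching 50%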;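 also: 0% = median of the neutral control wells and 100% = twice that signal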
# HIF activator = HIF pathway transcriptional activation; U2OS HRE-luciferase reporter, luminescence; normalized: DMSO 0%, desferrioxamine 100%; activation, % at 7.5 µM (by protocol); 0.32% of 300,000 active;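 active = mean activation of at least 10% of the iron chelator positive control signal, with at least half of replicates also reaching 10%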
# The depositor's hits bear a star; · = no result given.
SMILES,AI-2 QS modul,GSK3B inh,GSK3 alpha inh,KLF5 inhibitor,HSP90 inh,IEC-6 tox,aSyn UTR inh,HSF1 inhib,HSF-1 act,HIF activator
COCc1nnc(NC(=O)c2ccc(S(=O)(=O)N(CC(C)C)CC(C)C)cc2)o1,0,-3,-3,3,-2,-5,7,-15,-15,0.1
Cn1c(=O)c2[nH]c(N3CCN(c4ccccn4)CC3)nc2n(C)c1=O,14,1,4,-38,2,-4,-11,2,-5,0.2
COC(=O)c1cc(C(=O)Nc2nnc(CC(C)C)s2)cc([N+](=O)[O-])c1,5,-1,-2,-9,1,-2,-14,-3,4,-0.3
CCCCN1C[C@H](Cc2ccccc2)[C@@H](CC(=O)NCc2ccc(OC)cc2)C1=O,4,-5,-3,-9,-6,1,12,5,-4,-0.4
O=C(NC1CCCC1)c1cnc2n(c1=O)CCS2,19,4,1,-22,6,-1,16,-9,-11,-0.5
Cc1ccc(O)c(NC(=O)C2=CC(c3cccs3)=NS(=O)(=O)N2C)c1,13,-5,1,9,-3,1,-14,-8,0,-0.3
O=C(c1ccc2c(c1)OCO2)N(c1ccccc1)C1C=CS(=O)(=O)C1 (centres undefined),14,6,-2,-50,-2,-11,-17,-4,6,-0.4
Cc1ncc([N+](=O)[O-])n1CC(=O)Nc1ccccc1F,·,·,-1,-18,-1,4,11,-8,1,0.2
O=C(COC(=O)Cc1ccsc1)NCc1ccccc1,-3,1,2,5,-3,-6,16,-1,4,-0.1
Cc1c(S(=O)(=O)N2CC(C)CC(C)C2)c(=O)n(C)c(=O)n1C (centres undefined),26,1,-2,2,-2,-5,-8,-1,-5,-0.1
COc1ccccc1NC(=S)N1CCCCCC1,17,-4,-2,-28,-2,-7,-2,16,18,1.9
Cc1ccc(-c2nnc(SCC(=O)N3CCOCC3)nc2-c2ccc(C)cc2)cc1,-5,1,-2,-12,0,-1,14,0,7,-0.5
CC(C)C(NC(=O)C1CCCCC1)C(=O)Nc1ccncc1 (centres undefined),7,3,-4,-3,-4,-6,·,·,·,·
O=C(Nc1cccnc1)c1ccc(Cl)c(S(=O)(=O)N2CCCC2)c1,15,0,1,-13,-5,0,-35,1,-4,0.6
CCc1nnc2c3cnn(-c4ccccc4)c3ncn12,0,-5,-3,-12,-2,3,-183,15,18,1.0
CC(=O)n1nc(-c2ccco2)nc1SCc1ccccc1,-48,1,·,-69,-1,1,-89,13,21,2.1
Cc1cc(C)cc(NC(=O)c2ccc(Cn3nc(C)c(Cl)c3C)o2)c1,20,1,-4,8,-1,3,-9,-8,-15,-1.2
CCn1ncc(C2=NOC(C(=O)N3CCC(C(N)=O)CC3)C2)c1C (centres undefined),18,-2,2,·,·,·,-7,-2,-3,0.1
S=c1[nH]nc(-c2ccc(Cl)cc2)n1/N=C/c1cccs1,4,-1,-1,-34,1,-1,9,-7,4,0.2
CCOc1cccc(-c2nnc(SCC(=O)Nc3cc(C)ccc3OC)n2N)c1,13,1,-1,-15,-3,-2,-14,7,12,-0.1

# Four entries out of the list, ordered by length of the SMILES, rising:
SMILES,AI-2 QS modul,GSK3B inh,GSK3 alpha inh,KLF5 inhibitor,HSP90 inh,IEC-6 tox,aSyn UTR inh,HSF1 inhib,HSF-1 act,HIF activator
O=C(COC(=O)Cc1ccsc1)NCc1ccccc1,-3,1,2,5,-3,-6,16,-1,4,-0.1
CCn1ncc(C2=NOC(C(=O)N3CCC(C(N)=O)CC3)C2)c1C (centres undefined),18,-2,2,·,·,·,-7,-2,-3,0.1
O=C(Nc1cccnc1)c1ccc(Cl)c(S(=O)(=O)N2CCCC2)c1,15,0,1,-13,-5,0,-35,1,-4,0.6
Cc1c(S(=O)(=O)N2CC(C)CC(C)C2)c(=O)n(C)c(=O)n1C (centres undefined),26,1,-2,2,-2,-5,-8,-1,-5,-0.1

# (cont.)
SMILES,AI-2 QS modul,GSK3B inh,GSK3 alpha inh,KLF5 inhibitor,HSP90 inh,IEC-6 tox,aSyn UTR inh,HSF1 inhib,HSF-1 act,HIF activator
CCC1(c2ccc(F)cc2)NC(=O)N(CC(=O)Nc2ccccc2C)C1=O (centres undefined),11,0,-1,4,1,-1,7,-1,3,0.1
S=c1[nH]nc(-c2cccc(Cl)c2)n1Cc1ccccc1,5,1,1,6,-1,-1,23,-7,13,-0.5
Cc1ccc(NC(=O)N2CCOCC2)c(C)c1,18,1,-1,-20,-1,-4,4,-2,-3,-1.1
CC(C)C[C@H](NC(=O)[C@H]1N2C(=O)c3ccccc3C2SC1(C)C)C(=O)N[C@@H](Cc1ccccc1)C(=O)O (some centres undefined),27,1,-4,-33,0,2,16,3,-1,-0.1
O=c1ccc(-c2ccccc2)nn1Cc1ccc(Cl)cc1,14,2,-1,-30,1,-2,12,18,31,-1.0
O=C(Nc1cccc2ccccc12)NC(Cc1ccccc1)C(=O)O (centres undefined),-10,2,-1,-14,2,2,24,-3,-3,0.4
Cc1ccc(CN2CCN(CC3CC4C=CC3C4)CC2)cc1 (centres undefined),26,3,-1,-24,-5,-10,-14,2,14,-0.4
CN(CC(=O)Nc1ccccc1Cl)C(=O)COC(=O)/C=C/c1ccc(C(F)(F)F)cc1,18,0,-1,-5,0,-4,-2,3,7,0.1
Cc1cc(C(=O)N2CCN(Cc3ccccc3)CC2)ccc1[N+](=O)[O-],17,-1,-1,-11,1,-1,7,0,2,-32
CCOC(=O)C(C)Oc1ccccc1C1NC(=O)NC(C)=C1C(=O)Nc1ccc(C)c(C)c1 (centres undefined),13,-6,1,-15,-1,3,15,-1,18,-0.7
CC(C)N(C(=O)COC(=O)[C@H](C)NC(=O)c1ccco1)c1ccccc1,17,2,4,-9,3,2,0,-6,-7,-0.5
CCCNC(=O)NNC(=O)c1cc(-c2ccc3c(c2)OCO3)nc2ccccc12,1,2,-2,-26,3,8,15,10,-2,-0.8
CC(C)C[C@H]1COCCS(=O)(=O)N1Cc1cccc(C(F)(F)F)c1,5,2,0,·,·,·,5,-1,-11,-0.1
Cc1ccc(Nc2c(-c3ccc(N(C)C)cc3)nc3ncccn23)cc1,21,-1,-1,-62,-1,-4,5,20,21,1.0
N#Cc1cccc(CN2CCC(=O)N(CCO)CC2)c1,8,0,-5,-9,-4,-1,-1,-2,-16,-0.3
O=[N+]([O-])c1cccc(S(=O)(=O)N2CCCCC2)c1,14,-1,2,-18,3,2,5,-5,-2,-1.1
CC1=NN(c2nc3ccccc3s2)C(O)(C(F)(F)F)C1 (centres undefined),7,2,0,-5,1,3,-60,-9,1,0.3
Clc1ccc(CNc2ccccc2NCc2ccc(Cl)nc2)cn1,48,4,0,8,1,-2,-9,-3,2,0.0
O=C1N(S(=O)(=O)c2ccccc2F)C(=O)C2(CCCC2)N1S(=O)(=O)c1ccccc1F,18,1,-4,8,4,4,16,-5,-2,-0.2
Cc1cccc(NC(=S)N=Nc2c(O)[nH]c3ccccc23)c1,61,1,-3,-12,0,38*,53,55,90*,2.5

# Gathered by group: the compounds so far with a Cl atom.
SMILES,AI-2 QS modul,GSK3B inh,GSK3 alpha inh,KLF5 inhibitor,HSP90 inh,IEC-6 tox,aSyn UTR inh,HSF1 inhib,HSF-1 act,HIF activator
O=C(Nc1cccnc1)c1ccc(Cl)c(S(=O)(=O)N2CCCC2)c1,15,0,1,-13,-5,0,-35,1,-4,0.6
Cc1cc(C)cc(NC(=O)c2ccc(Cn3nc(C)c(Cl)c3C)o2)c1,20,1,-4,8,-1,3,-9,-8,-15,-1.2
S=c1[nH]nc(-c2ccc(Cl)cc2)n1/N=C/c1cccs1,4,-1,-1,-34,1,-1,9,-7,4,0.2
S=c1[nH]nc(-c2cccc(Cl)c2)n1Cc1ccccc1,5,1,1,6,-1,-1,23,-7,13,-0.5
O=c1ccc(-c2ccccc2)nn1Cc1ccc(Cl)cc1,14,2,-1,-30,1,-2,12,18,31,-1.0
CN(CC(=O)Nc1ccccc1Cl)C(=O)COC(=O)/C=C/c1ccc(C(F)(F)F)cc1,18,0,-1,-5,0,-4,-2,3,7,0.1
Clc1ccc(CNc2ccccc2NCc2ccc(Cl)nc2)cn1,48,4,0,8,1,-2,-9,-3,2,0.0

# (continued)
SMILES,AI-2 QS modul,GSK3B inh,GSK3 alpha inh,KLF5 inhibitor,HSP90 inh,IEC-6 tox,aSyn UTR inh,HSF1 inhib,HSF-1 act,HIF activator
COc1ccc(OC)c(CCNC(=O)CCc2cn(C)c3ccccc23)c1,13,-2,-1,-18,1,6,1,0,-3,-0.3
CCOC(=O)c1c(NC(=O)Cc2ccccc2)sc2c1CCN(C)C2,-4,0,0,-31,-6,-10,-2,-10,0,0.3
O=[N+]([O-])c1ccc(N2CCCCC2)c(-c2nn[nH]n2)c1,16,1,-2,5,0,-4,13,-4,18,0.2
O=C(NCCCN1CCOCC1)c1ccccc1NS(=O)(=O)c1ccc(F)cc1,31,0,0,-7,0,1,14,0,-2,-1.3
CC(=O)c1oc2ccccc2c1NC(=O)COC(=O)c1ccc(-n2nc(C)cc2C)cc1,19,-1,-4,·,·,·,18,0,-8,-0.2
O=C(CN1C(=O)NC2(CCCCCC2)C1=O)N1CCC(Cc2ccccc2)CC1,36,-2,0,-9,3,2,-1,2,10,-0.6
O=C(Nc1nnc(C23CC4CC(CC(C4)C2)C3)s1)c1ccco1,23,1,2,-57,-1,-7,-89,-1,-10,5.8
CCn1ccnc1CN(C)Cc1cn(-c2cc(C)ccc2C)nc1-c1ccccc1,75,1,4,-12,4,1,-15,-1,6,-0.4
Cn1c(OCc2ccc3c(c2)OCO3)nc2c1c(=O)n(Cc1ccc(Cl)c(Cl)c1)c(=O)n2C,35,3,-1,11,3,-1,28,-5,0,-0.2
CSCCC(NS(=O)(=O)c1ccc(Cl)cc1)C(=O)OCC(=O)NC12CC3CC(CC(C3)C1)C2 (centres undefined),6,-3,2,-4,4,-6,-10,6,7,-0.3
O=C(Nc1cc(Oc2ccc(Cl)cc2)cc([N+](=O)[O-])c1)c1ccco1,20,3,5,-6,-1,-6,11,0,1,-0.2
CCOC(=O)c1nn(-c2ccc(OCC)cc2)c2nc(-c3ccco3)c(C#N)c(=O)n12,4,7,1,3,6,1,14,0,-2,-0.4
Cc1cccc(OCCOCCN2CCNCC2)c1C,24,3,1,-11,0,-2,-4,12,22,0.0
CC(C)CNC(=O)CSc1nnc2ccccn12,4,1,-1,-13,2,5,4,8,5,0.0
O=C(Nc1cccc(F)c1)C1CCN(S(=O)(=O)c2cccc3nonc23)CC1,·,·,-1,-14,2,6,-3,15,9,-0.4
COc1cc(NC(=O)C2=C(N3CCOCC3)/C(=C\c3ccc(Br)cc3)CC2)cc(OC)c1OC,22,-2,0,-8,6,0,-21,72,97*,0.3
N/C(=N\OC(=O)CCc1ccccc1)c1ccc(Cl)cc1,8,-5,0,8,0,-5,-31,14,12,1.2
